GLP-1R inv ag: acts as inverse agonist at human GLP-1 receptor | P43220 | HEK293 GLP-1R CRE-luciferase, luminescence, 24 h; GLP-1R form is constitutively active | Potency, µM (series often up to 38.3 µM), for the others: at the top dose activity change, negative = inhibition, usual class: inhibitors | actives 1.6% (n = 410,000) | AID 624417; note: potency is the fitted concentration of half-maximal effect; % is set by controls: 0 for no effect and ±100 for the full control effect; nearly all actives have a fitted effect of over 55% in size
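HEK293 cells stably co-expressing constitutively active GLP-1R and a cAMP-responsive luciferase reporter were seeded in DMEM with 10% Nu serum, given compounds after 12 h, and incubated 24 h at 37 deg C. Luminescence was then read.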
EPAC1 ag: EPAC1 (human) agonism | O95398 | EPAC1 agonist qHTS, biochemical assay; response scale: 100% = response to 6.5 mM cAMP | Potency, µM (titrated, usually from 154 µM), for the others: at the highest dose activation, most hits filed as activators | actives 0.073% (n = 360,000) | AID 720707; note: potency is the fitted concentration of half-maximal effect; nearly all actives have a fitted effect of over 60% in size
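Read-out is the fluorescence drop as BODIPY-GDP leaves Rap1B (480 nm excitation, 540 nm emission), recorded every 5 minutes over 30 minutes. Reactions held 100 nM EPAC1, 250 nM Rap1B–BODIPY-GDP and 50 uM GDP, with 6.5 mM cAMP setting full activation.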
EPAC1 antagonist: antagonists of human EPAC1 | actives 0.14% (n = 360,000) | EPAC1 GEF assay, Rap1b-BODIPY-GDP exchange fluorescence | Potency, µM (titrated, usually from 115 µM), inactives show at the highest dose activity change, negative = inhibition, usual class: inhibitors | O95398 | AID 720709;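 note: potency is the fitted concentration of half-maximal effect; plate controls were vehicle for no effect and positive control for full effect; nearly all actives have a fitted effect of over 50% in size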
PTHR1 agonist: activates the human parathyroid hormone receptor PTHR1 | AID 743266 | Q03431 | actives 0.075% (n = 410,000) | Potency, µM (series often up to 115 µM), for inactives: top-dose activation, usual class: activators | HEK293 GP2 PTHR1 cells, GloSensor cAMP luminescence, 1 h; note: potency is the fitted concentration of half-maximal effect; nearly all actives have a fitted effect of over 55% in size; some results filed as inactive show a strong effect at the top dose; inactives centre near -15; many of its hits are not listed in these tables
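HEK-293-derived GP2 cells expressing PTHR1 and a GloSensor cAMP reporter, 3,000/well, plated overnight, given luciferin plus IBMX (each 0.5 mM as added) for 1 h at 37 °C, then compound for 1 h at 37 °C. Luminescence was read after 15 min at room temperature.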
PLK1 PBD block: inhibitors of human PLK1 polo-box domain binding; Plk1 PBD binding of FITC phosphopeptide, fluorescence polarization; actives 2.8% (n = 360,000); AID 720504; P53350; Potency, µM, for inactives: max response, negative = inhibition, hits mostly inhibitors; note: potency is the fitted concentration of half-maximal effect; series mostly up to about 57 µM; % is set by controls: 0 for no effect and ±100 for the full control effect; nearly all actives have a fitted effect of over 65% in size
Target sequence (P53350 whole entry, looked up, the tested form may be a part): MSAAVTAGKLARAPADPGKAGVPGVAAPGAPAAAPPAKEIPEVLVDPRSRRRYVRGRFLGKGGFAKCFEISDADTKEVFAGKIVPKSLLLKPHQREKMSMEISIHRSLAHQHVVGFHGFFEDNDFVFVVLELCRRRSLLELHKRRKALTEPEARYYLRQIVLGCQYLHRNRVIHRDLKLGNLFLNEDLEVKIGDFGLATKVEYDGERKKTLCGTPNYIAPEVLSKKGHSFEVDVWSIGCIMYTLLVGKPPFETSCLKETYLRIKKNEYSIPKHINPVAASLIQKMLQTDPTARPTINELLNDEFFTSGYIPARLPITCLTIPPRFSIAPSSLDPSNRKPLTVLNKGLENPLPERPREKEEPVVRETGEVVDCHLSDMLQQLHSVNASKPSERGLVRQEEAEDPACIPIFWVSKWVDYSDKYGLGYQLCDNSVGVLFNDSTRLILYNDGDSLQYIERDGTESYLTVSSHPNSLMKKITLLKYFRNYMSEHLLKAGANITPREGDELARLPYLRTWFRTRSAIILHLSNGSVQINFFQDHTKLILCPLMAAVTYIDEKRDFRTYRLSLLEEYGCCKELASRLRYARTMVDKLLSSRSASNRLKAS
IL2 activator: IL-2 activation | actives 0.065% (n = 360,000) | IL-2 activation reporter assay, cell-based qHTS; stimulated with anti-CD3/CD4/CD28 beads; in transgenic mouse T cells | activation, % (series mostly up to about 46 µM); in the data active = activation above about 50%; inconclusive = mostly about 30% to 49%; note: 0% is about no effect
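Unstimulated transgenic mouse T cells preincubated 60 min with compound, then stimulated with anti-CD3/anti-CD4-coated beads plus anti-CD28 for 18 h at 37 degrees C. IL-2 response read as EGFP and DsRed fluorescence by plate cytometry.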
GLP1R ag: agonists of human GLP-1 receptor; HEK293 GLP-1R CRE-luciferase, luminescence, 4-6 h; cells express a hypersensitive GLP-1R form; Potency, µM (titrated, usually from 45.6 µM), for the others: at the top dose activation, actives largely listed as activators; actives 0.007% (n = 380,000); AID 624172; note: potency is the fitted concentration of half-maximal effect; % of control where 0% means no effect
PI5P4Ka inh: inhibitors of human PI5P4K alpha. max response, %. PI5P4Kalpha enzyme, ADP-Glo luminescence, 60 min; active compounds read low. actives 1.2% (n = 330,000); active = max response of -50% or lower; inconclusive = between -30% and -50%; inactive = -30% or higher; note: value at the top dose of about 77 µM; % is set by controls: 0 for no effect and ±100 for the full control effect
Target sequence (P48426 whole entry, looked up): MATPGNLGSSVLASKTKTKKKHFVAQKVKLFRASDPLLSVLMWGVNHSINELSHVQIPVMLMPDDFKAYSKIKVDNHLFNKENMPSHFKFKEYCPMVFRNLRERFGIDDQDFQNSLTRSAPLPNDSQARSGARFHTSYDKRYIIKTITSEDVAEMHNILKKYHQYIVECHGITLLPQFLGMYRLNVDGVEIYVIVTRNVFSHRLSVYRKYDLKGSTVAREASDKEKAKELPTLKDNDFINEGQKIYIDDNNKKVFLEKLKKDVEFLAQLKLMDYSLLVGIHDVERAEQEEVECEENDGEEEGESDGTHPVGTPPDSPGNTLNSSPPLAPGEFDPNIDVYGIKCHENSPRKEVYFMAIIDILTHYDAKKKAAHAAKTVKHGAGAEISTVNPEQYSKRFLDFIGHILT
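PI5P4Kalpha ADP-Glo assay; 5 microM ATP final; 60 min RT reaction; HEPES pH 7.4/EGTA/CHAPS, 5% DMSO; controls lacking substrate or enzyme; luminescent end-point.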
HEK293 tox: cytotoxicity in counter-screen for GLP-1R inverse agonists. HEK293 cAMP-luciferase reporter cells, luminescence, 24 h. Potency, µM (highest dose often 38.3 µM), for inactives: at the top dose activity change, negative = inhibition, actives largely listed as inhibitors. actives 0.13% (n = 410,000). AID 624418;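 note: loss of luciferase light is scored as toxicity; potency is the fitted concentration of half-maximal effect; % is set by controls: 0 for no effect and ±100 for the full control effect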
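Quantitative HTS format, 1536 wells, 200 cells/uL seeded. Compounds: 23 nL, 24 h, 37 °C. Detection: luciferase reagent, luminescence at 12 min RT; decreased signal taken as cytotoxic.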
* marks the source's active call; other numbers are inactive results; i = inactive; u = inconclusive; x = not tested or not shown; & = joins results of further samples; [ ] = dose if it differs, or a comment. Unless noted, calls come from the whole dose curve; as a rule, active = well fitted curve in the direction sought with a large enough effect; inconclusive = small, poorly fitted or top-dose-only effect, or another doubt; inactive = no such curve, though single readings can be large; an effect the other way counts as inactive or inconclusive. A portion of the library; count on the stated rates, not on these rows.

Each structure is followed by: GLP-1R inv ag | EPAC1 ag | EPAC1 antagonist | PTHR1 agonist | PLK1 PBD block | IL2 activator | GLP1R ag | PI5P4Ka inh | HEK293 tox
1) CN1CCN(Cc2c(F)cccc2Cl)CC1
→ 18.9% | -0.4% | -2.6% | -14.0% | -1.1% | 0.0 | -3.1% | -2.4 | 2.5%
2) O=C1NC(=O)N(c2ccc(Cl)cc2)C(=O)/C1=C\c1ccc(Sc2nc3ccccc3[nH]2)o1
→ u | 11.4% | u | -53.2%[inhibitor] | 3.77µM* | -3.7 | -1.1% | -87.5* | u
3) Nc1nc(F)nc2c1ncn2[C@@H]1O[C@H](CO)[C@@H](O)[C@@H]1O
→ -1.1% | -19.7% | 1.2% | -7.6% | -0.6% | -0.4 | -3.5% | 3.2 | -5.1%
4) CC(C)(C#CCN1CCCCC1)OCCOC(c1ccccc1)c1ccccc1
→ 5.62µM* | -6.8% | -21.5% | i | -2.8% | -6.1 | 2.6% | -1.0 | u
5) CCCC1(CC(C)C)C(=O)NC(=S)NC1=O
→ 13.8% | 8.2% | u | -60.4% | 6.7% | -1.0 | -7.5% | -0.3 | 7.0%
6) C/C(=N\NC(=O)c1ccncc1)c1c(O)n(Cc2ccccc2)c(=O)[nH]c1=O
→ 9.2% | 9.7% | -5.7% | i | -9.6% | -0.1 | -6.8% | u | 3.3%
7) Cc1ccccc1CS(=O)(=O)Cc1ccc(C(=O)N2CCC3(CC2)OCCO3)o1
→ 7.5% | -8.3% | 8.9% | i | 2.0% | 1.4 | 1.0% | 0.4 | -11.5%
8) Cc1cc(C)nc(-n2nc(C)c(Sc3ccc(F)cc3)c2N)n1
→ u | -3.2% | -2.3% | -20.9%[57.5 µM] | u | -0.5 | 10.7% | x | u
9) Cc1ccsc1C(=O)C1CCCN(Cc2cnn(C(C)C)c2)C1 (stereo not given)
→ -13.6% | 6.9% | -5.1% | i | -10.2% | 2.7 | 1.3% | -3.3 | 6.0%
10) CSc1ccc(CN2CCN(Cc3ccccc3Cl)CC2)cc1
→ u | 9.3% | 1.8% | i | -9.2% | -4.3 | -2.3% | -2.5 | 1.7%
11) CCCCn1c(O)c(C(C)=Nc2c(C)n(C)n(-c3ccccc3)c2=O)c(=O)[nH]c1=O
→ 2.2% | 7.2% | -3.9% | i | -2.9% | -1.0 | -2.0% | -1.1 | 17.2%
12) CCOC(=O)c1c(N)n(Cc2ccccc2)c2nc3ccccc3nc12
→ 0.0% | -0.6% | 2.0% | 1.0%[57.5 µM] | -5.2% | 1.3 | -7.3% | x | 83.6%[activator]
13) COc1ccc(C(CC(=O)N2CCC3(CC2)OCCO3)NS(=O)(=O)c2ccc(F)cc2)cc1 (stereo not given)
→ 0.5% | 8.8% | 17.3% | -18.0% | -3.1% | -1.9 | 13.2% | 2.6 | -0.8%
14) CCOC(=O)c1cccc(C2=C(CNC(=O)c3nccs3)[C@H]3CC[C@@H](C2)N3Cc2ccccc2)c1
→ u | -2.2% | -5.5% | 1.7% | -10.5% | -2.4 | 14.4% | 4.2 | u
15) C/C=C1/CN2C3CC1C(CO)(C(=O)OC)C2Cc1c3n(C)c2ccccc12 (stereo not given)
→ -11.1% | 2.5% | -20.2% | i | -9.7% | 0.3 | -1.1% | -2.4 | -9.7%
16) O=C(c1ccc(F)c([N+](=O)[O-])c1)N1CC2CC(C1)c1cccc(=O)n1C2 (stereo not given)
→ 7.4% | -2.1% | -15.4% | -71.1%[inhibitor] | u | 0.1 | -3.6% | 3.5 | -8.6%
17) C/C(=N\OC(=O)NC(C)C)c1sc(-c2ccc(Cl)cc2)nc1C
→ u | 12.4% | -15.0% | -24.9% | -6.5% | -3.4 | -1.6% | 2.9 | -0.2%
18) O=S(=O)(c1cc(Cl)cc(Cl)c1)N1Cc2cc(-c3cccc(F)c3)ccc2-n2nncc2C1
→ 11.9% | -17.6% | 4.8% | -24.1% | -7.0% | -0.2 | -2.9% | 6.1 | 2.0%
19) COc1ccccc1OCC#CCN1CCOCC1
→ 16.0% | -3.4% | -26.9% | -17.4% | -2.0% | -0.5 | 1.7% | 5.5 | -11.5%
20) Clc1cccc(C2NCc3ccccc3-n3cccc32)c1 (stereo not given)
→ u | -2.1% | 6.3% | u | 29.9µM* | -0.9 | -0.7% | 7.8 | -2.6%
21) Cc1ccc(NC(=S)NCc2ccc3c(c2)OCO3)cc1
→ u | 6.4% | -2.2% | i | -10.4% | 1.3 | 20.3% | -3.5 | u
22) CCCCn1nnnc1C(CC)N1CCC2(CC1)C(=O)NCN2c1ccccc1 (stereo not given)
→ 7.8% | 5.2% | -19.7% | -29.7% | -3.2% | 1.3 | 6.8% | 2.2 | -11.6%
23) CCC(=O)c1ccc2c(c1)N(CCCN(C)C)c1ccccc1S2
→ 11.2µM* | -12.5% | 0.8% | i | -14.9% | -0.5 | 15.6%&9.1% | -9.7 | u
24) c1ccc(C(c2ccccc2)N2CCN(c3ccc4ccccc4n3)CC2)cc1
→ u | 1.2% | -7.2% | i | -1.3% | -0.1 | -6.6% | -0.5 | -0.1%
25) CC(C)n1c(O)c(C=NCc2cccnc2)c(=O)[nH]c1=S
→ -3.8% | 3.7% | -13.5% | 2.8% | -23.6% | 0.0 | -4.0% | -5.3 | 4.7%
26) CCOP(=O)(OCC)/C(C#N)=C/c1cc(OC)ccc1OC
→ 1.5% | 4.1% | -7.4% | -28.9% | -15.2% | -2.3 | -1.0% | -3.6 | 44.5%[activator]
27) COC(=O)C1=C(c2ccc(S(C)(=O)=O)cc2)C[C@@H]2CC[C@H]1N2C(=O)NC(C)C
→ -0.1% | -7.8% | 7.8% | -12.4% | 0.4% | -0.5 | -1.2% | -7.4 | 2.5%
28) COc1ccc(CCn2c(NN=C3CCCC3)nc3c2c(=O)[nH]c(=O)n3C)cc1
→ 3.2% | 2.1% | -14.9% | i | u | 1.1 | -7.3% | u | -3.4%
29) CC(C)c1cccc(C(C)C)c1O
→ -8.0% | -5.3% | -3.6% | -2.5% | -8.9% | -0.1 | 0.2%&4.3% | -0.5 | 3.4%
30) C=CCn1cccc(/C=C/C(=O)c2ccc(C(C)(C)C)cc2)c1=S
→ 12.6µM* | -14.7% | u | -29.4% | -9.8% | -1.0 | -20.7% | 0.0 | u
31) COc1ccc(CCn2c(O)c(/C=N/N3CCOCC3)c(=O)[nH]c2=O)cc1OC
→ 8.8% | -13.5% | 15.2% | i | -0.5% | 0.4 | 1.7% | -10.8 | 0.3%
32) N#Cc1cc2c(nc1SCC(=O)Nc1cccc(F)c1)C1CCN2CC1
→ u | x | x | -11.8% | x | x | 7.0% | x | 7.9%
33) CC12C=CC(=O)C=C1CCC1C2C(=O)CC2(C)C(=O)CCC12 (stereo not given)
→ 16.0% | 2.2% | 5.6% | -10.4% | -8.1% | -1.8 | 1.5% | 2.1 | 20.0%
34) Oc1cc(Cl)ccc1Oc1ccc(Cl)cc1Cl
→ u | -15.1% | -19.1% | -79.4%[inhibitor] | -8.7% | 0.0 | -5.0% | -10.8 | u
35) CCC(C)NS(=O)(=O)c1ccc(OCC(=O)N2CCN(CC)CC2)cc1 (stereo not given)
→ 0.3% | 8.8% | 8.3% | 6.2%[57.5 µM] | -13.3% | -1.6 | -21.7% | x | 10.3%
36) COP(=O)(OC)C(NC(=O)c1ccc(C)cc1)C(Cl)(Cl)Cl (stereo not given)
→ 15.6% | 1.4% | -7.9% | -24.6% | -7.3% | -4.8 | 0.3% | -10.1 | 21.3%
37) CN(C(=O)CN1CC=C(c2ccccc2)CC1)c1c(N)n(Cc2ccccc2)c(=O)[nH]c1=O
→ -14.5% | 2.2% | -8.8% | i | 2.4% | -1.2 | 12.6% | -1.0 | -28.4%
38) CCOC(=O)c1cc2c(cn1)[nH]c1ccccc12
→ 15.0% | -18.8% | -3.3% | -10.4% | -2.4% | 2.4 | 19.1% | 1.2 | -10.4%
39) Cc1cc(NCCN)nc2ccccc12
→ -6.6% | -0.8% | -5.5% | i | -4.4% | -4.2 | 1.3% | -4.1 | 1.8%
40) O=C1NCN(c2ccccc2)C12CCN(C(c1cccs1)c1nnnn1C1CCCCC1)CC2 (stereo not given)
→ -19.9% | 0.6% | -2.6% | -19.9% | -2.9% | -0.3 | 10.2% | -2.6 | -6.6%
41) C=CCn1c(O)c(C(C)=NC2CC2)c(=O)[nH]c1=O
→ 11.2% | 3.3% | -6.5% | i | -8.9% | 0.3 | 3.3% | 4.3 | 6.7%
42) CCOc1cc(/C=C2/SC(=S)NC2=O)ccc1OC(=O)c1ccco1
→ -4.3% | 3.1% | 35.5µM* | -27.3% | 21.2µM* | 2.5 | 5.4% | -86.3* | u
43) COc1ccc(NP(=O)(Nc2ccc(OC)cc2)Oc2ccccc2)cc1
→ u | -6.4% | -2.7% | -0.3% | 2.5% | -0.5 | 2.3% | -4.4 | -5.9%
44) c1ccc2c(CNC3CCCCC3)c[nH]c2c1
→ -39.7% | -0.5% | 6.3% | -3.3%[57.5 µM] | -2.9% | -3.6 | -0.1% | x | -1.3%
45) CCN(C(=O)Oc1ccccc1)c1ccc(C(O)(C(=O)OC)C(F)(F)F)cc1 (stereo not given)
→ -20.1% | -11.2% | 3.9% | -2.7% | 3.5% | -4.5 | 1.5% | 2.0 | -15.0%
46) COc1ccc(CCN(C)Cc2c(F)cccc2F)cc1OC
→ 0.3% | 3.6% | 2.4% | -1.4%[57.5 µM] | -5.7% | 1.1 | 19.7% | x | 1.0%
47) COc1cc(/C=C2/C(=O)NC(=O)N(c3ccc(C)cc3)C2=O)cc(OC)c1OC
→ -3.2% | 10.2% | -0.1% | -4.7% | 11.9µM* | 1.8 | -1.4% | -11.2 | u
48) CCN(CC)C(=O)Oc1ccc2cc(Br)ccc2c1
→ u | -1.1% | -13.4% | -17.1% | -2.2% | 13.1 | 5.5% | 8.0 | -1.0%
